# Assay outcomes deposited in PubChem by The Scripps Research Institute Molecular Screening Center.
# GPR151 activ – human GPR151 activation; actives 1% (n = 650,000); activation, % at 11.2 µM; Q8TDV0; PathHunter beta-arrestin GPR151 cells, luminescence; in the data active = activation above about 4.9%;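 note: 0% = median of compound wells and 100% = cells with positive control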
# Target sequence (Q8TDV0 whole entry, looked up): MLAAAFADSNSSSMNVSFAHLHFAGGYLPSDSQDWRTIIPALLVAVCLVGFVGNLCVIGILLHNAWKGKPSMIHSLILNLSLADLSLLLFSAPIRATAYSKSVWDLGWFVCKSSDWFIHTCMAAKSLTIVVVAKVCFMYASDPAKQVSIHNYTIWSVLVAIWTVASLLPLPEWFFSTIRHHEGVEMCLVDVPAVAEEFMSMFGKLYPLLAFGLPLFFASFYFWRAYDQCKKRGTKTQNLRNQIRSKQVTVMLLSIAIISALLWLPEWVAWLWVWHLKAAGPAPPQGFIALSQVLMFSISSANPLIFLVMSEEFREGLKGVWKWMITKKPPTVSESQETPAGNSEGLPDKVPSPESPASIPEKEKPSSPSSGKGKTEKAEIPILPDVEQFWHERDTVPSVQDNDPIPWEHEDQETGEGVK
# MITF primary – blocks human microphthalmia-associated transcription factor | O75030 | AlphaScreen MITF homodimerization, bead proximity signal | inhibition, % at 2.6 µM | actives 0.91% (n = 650,000); in the data active = inhibition above about 50%;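 note: 0% = vehicle wells with protein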
# FBW7 act – human FBW7 E3 ligase activation, primary screen | actives 0.13% (n = 650,000) | normalized activity (activation), % at 26.1 µM | AlphaScreen FBW7–phospho-cyclin E peptide binding, activator screen; in the data active = normalized activity above about 1.9%;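 note: purified mutant Fbw7 with reduced substrate affinity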
# Target sequence (Q969H0 whole entry, looked up): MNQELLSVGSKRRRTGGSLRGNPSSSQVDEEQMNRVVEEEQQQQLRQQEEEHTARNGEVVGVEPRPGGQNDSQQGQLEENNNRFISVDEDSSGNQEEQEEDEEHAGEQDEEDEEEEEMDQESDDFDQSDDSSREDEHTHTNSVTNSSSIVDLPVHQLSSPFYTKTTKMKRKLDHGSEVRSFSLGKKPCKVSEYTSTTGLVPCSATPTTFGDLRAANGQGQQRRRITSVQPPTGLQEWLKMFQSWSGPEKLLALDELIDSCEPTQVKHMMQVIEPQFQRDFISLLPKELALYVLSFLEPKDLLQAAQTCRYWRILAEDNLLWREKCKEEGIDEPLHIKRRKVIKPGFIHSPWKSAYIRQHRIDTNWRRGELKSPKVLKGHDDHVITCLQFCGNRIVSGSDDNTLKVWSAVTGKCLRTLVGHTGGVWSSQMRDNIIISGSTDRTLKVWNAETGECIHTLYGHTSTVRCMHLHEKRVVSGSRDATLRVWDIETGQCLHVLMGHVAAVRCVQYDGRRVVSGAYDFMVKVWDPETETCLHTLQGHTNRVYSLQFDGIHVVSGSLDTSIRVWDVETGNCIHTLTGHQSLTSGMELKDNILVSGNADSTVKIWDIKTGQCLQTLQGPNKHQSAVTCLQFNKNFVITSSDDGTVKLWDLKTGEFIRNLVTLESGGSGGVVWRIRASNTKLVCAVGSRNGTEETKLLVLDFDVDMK
# TEAD-YAP block – TEAD-YAP interaction inhibition; HEK-TIYL cells, TEAD-Gal4/YAP UAS-luciferase luminescence; actives 1.4% (n = 640,000); inhibition, % at 9.12 µM; in the data active = inhibition above about 32%;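 note: 0% = median of test compound wells and 100% = reference inhibitor wells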
# * = called active by the depositor; & = joins results of further samples; ! = repeats disagree.
SMILES,GPR151 activ,MITF primary,FBW7 act,TEAD-YAP block
Cn1c(=S)n(CCSc2nc3ccccc3n2-c2ccccc2)c2ccccc21,0.8,-2.7,0.0,-8.4
Fc1ccc(NCc2cn3ccccc3n2)cc1,-5.8,13.3,0.2,-75.5
O=C1OC(c2ccc(F)cc2)=N/C1=C\c1ccc(Br)o1,0.4,2.0,-0.1,6.4
Cc1ccc(CN2CCN(Cc3cccc4c3OCO4)CC2CCO)o1 (configuration not stated),0.0,14.8,0.1,7.9
Cc1ccc(S(=O)(=O)N(CC(=O)N(C)Cc2ccccc2)c2ccccc2)cc1,0.5,-13.8,0.0,3.7
Cc1cccc(NC(=O)c2cc3n(n2)C(C(F)(F)F)CC(c2ccc(Cl)cc2)N3)c1C (configuration not stated),0.4,-16.5,-0.1,-3.6
CC(C)NC(=O)c1ccc2c(c1)N(CC(=O)Nc1ccccc1Cl)C(=O)C(C)(C)O2,0.0,-1.7,0.1,-6.6
Cc1ccc(-n2cc(C(=O)O)c3ccccc3c2=O)cc1C,0.0,10.8,-0.1,6.7
O=C(NCc1ccccn1)C1CCC(=O)N1C1CCCC1 (configuration not stated),-0.3,2.1,-0.2,3.4
NC(C(=O)Nc1ccc(-c2ncnc3[nH]ccc23)cc1)c1ccc(Cl)cc1 (configuration not stated),-0.1,16.9,0.1,57.5*
O=C(/C=C/c1ccco1)NNc1ccc2ccccc2n1,0.3,10.0,0.1,-9.6
C=CCc1cc(Cl)ccc1OCCNCCN,0.2,7.8,-0.1,-6.8
COC(=O)C(Cc1ccc(O)cc1)NC(=O)NC12CC3CC(CC(C3)C1)C2 (configuration not stated),3.0,4.2,0.1,7.2
CN(C)S(=O)(=O)NCC(=O)N/N=C/c1ccc(Br)cc1,-0.5,-8.1,-0.1,0.4
CC(C)=C1C2C=CC1C1C(=O)N(Cc3cccnc3)C(=O)C21 (configuration not stated),-0.3,16.9,0.7,-24.5
COCC(=O)Nc1nnc(-c2cccs2)s1,1.4,-7.7,0.0,-3.7
O=C1NC(=S)N/C1=C\c1ccccc1OCc1ccc([N+](=O)[O-])cc1,-0.6,13.3,0.5,10.3
CCOC(=O)c1c(NC(=O)Nc2ccccc2)sc2c1CCC2,1.7,3.1,0.2,4.9
CCOc1ccc2nc(NC(=O)c3ccccc3F)sc2c1,-6.8,3.3,0.2,-13.0
COc1ccc(-c2noc(CCC(=O)N3CCOCC3)n2)cc1,1.6,3.6,-0.1,-2.4
Cc1c(Nc2nc(C(F)(F)F)nc3ccccc23)c(=O)n(-c2ccccc2)n1C,1.1,15.2,0.0,-9.6
COCCCNS(=O)(=O)c1ccc(S(=O)(=O)N2CCCCC2)cc1,0.6,-11.5,-0.1,-2.4
Cc1cc(C)c(S(=O)(=O)N2CCOC2CNC(=O)C(=O)NCCN(C)C)c(C)c1 (configuration not stated),0.4,-13.2,0.0,-3.5
CCOC(=O)c1c(NC(=O)C(C)Sc2nnc(CNC(=O)c3ccco3)n2-c2ccc(Br)cc2)sc2c1CCC2 (configuration not stated),-0.1,-13.4,0.0,1.0
COc1cccc(CN2CCN(Cc3ccco3)CC2)c1OC,-2.0,41.9,-0.2,-6.9
CNc1ccc(Br)cc1-c1nc2ccccc2[nH]c1=O,1.0,11.5,0.0,-9.3
COCCC(=O)NC(C)c1nnc2n1CCN(CC(C)(C)C)CC2 (configuration not stated),-0.2,-3.8,0.0,10.2
CCc1cc2c(cc(C(=O)OC)n2CC(=O)Nc2ccccc2OC)s1,0.3,-3.1,-0.1,-1.9
CN(C)c1ccc(/C=C(\C#N)C(=O)Nc2sc3c(c2C(N)=O)CCCC3)cc1,0.4,7.5,0.0,-1.2
CC1CCCCN1C(=O)COC(=O)c1ccc(S(C)(=O)=O)c([N+](=O)[O-])c1 (configuration not stated),-0.2,-3.8,-0.4,6.5
c1ccc(-n2nnnc2Cc2nnnn2-c2ccccc2)cc1,1.7,-6.9,0.2,1.4
COc1ccc2nc(Nc3nc4c(s3)CC(C)CC4)sc2c1 (configuration not stated),-0.8,-0.9,1.1,-20.5
Cc1c(CNCCc2ccccc2)c(C(=O)O)c(C)n1Cc1ccc(Cl)cc1,0.7,8.8,-0.1,-7.2
COc1ccc(CCNc2nc3c(c(=O)n(C)c(=O)n3C)n2Cc2cccc(F)c2)cc1OC,0.7,-8.9,-0.2,14.4
CC(=O)Nc1ccc(/C=C(\C#N)c2ccccc2)cc1,-0.6,25.2,0.1,-62.5
CCOC(=O)c1ccc(Nc2c(C(=O)OCC)cnc3c(C)c(Cl)ccc23)cc1,1.5,10.5,-0.1,1.8
COCCn1c(SCC(=O)NC2CCCCC2)nc2c(c1=O)SC(C)C2 (configuration not stated),-0.5,16.1,0.8,8.2
CCCC1CCc2c(sc(NC(=O)Cc3ccccc3)c2C(N)=O)C1 (configuration not stated),-1.4,-3.5,0.3,-8.5
COCC1CCCN(Cc2c(C(=O)N3CCCN(C)CC3)nc3sccn23)C1 (configuration not stated),0.4,7.6,0.2,1.4
Nc1nc(Nc2cccc(C(F)(F)F)c2)nc(C(F)(F)F)n1,-2.5,-11.5,-0.1,-28.8

# Structures shown so far that have an NH in an aromatic ring:
SMILES,GPR151 activ,MITF primary,FBW7 act,TEAD-YAP block
NC(C(=O)Nc1ccc(-c2ncnc3[nH]ccc23)cc1)c1ccc(Cl)cc1 (configuration not stated),-0.1,16.9,0.1,57.5*
CNc1ccc(Br)cc1-c1nc2ccccc2[nH]c1=O,1.0,11.5,0.0,-9.3

# (continued)
SMILES,GPR151 activ,MITF primary,FBW7 act,TEAD-YAP block
Cc1cnc(N2CCOCC2)nc1NCCO,1.9,-3.7,0.0,-0.8
CCN(CC)C(=S)SCc1csc(C)n1,0.2,-5.2,-0.1,-5.1
COc1ccc(NC(=O)c2ccccc2-c2ccccc2C(=O)O)cc1,0.4,0.9,0.0,3.3
Cc1ccc(C23CC4CC(CC(C4)C2)C3)cc1N,0.3,-9.5,-0.2,-1.8
CCOc1cc(/C=C/C(=O)c2ccc(S(=O)(=O)N(CC)CC)cc2)ccc1OC,-0.6,-0.7,-0.1,2.7
CCOc1ccc(NC(=O)CSc2nc(Nc3cc(OC)c(OC)c(OC)c3)c3ccccc3n2)cc1,2.3,12.2,0.9,15.4
CCNc1nc(NC(C)CC)nc(Oc2ccc(C(=O)OC)cc2)n1 (configuration not stated),-0.5,10.9,0.3,-13.8
Cc1ccc(NC(=O)Cn2c(=O)c(C#N)c3n(c2=O)CCC3)cc1C,-0.5,17.4,0.2,11.2
CCN(CC)N1CCN(S(=O)(=O)c2ccc(S(=O)(=O)c3ncccn3)cc2)CC1,1.5,3.4,0.1,-1.7
Cc1cccc(N=CC2=C(O)CC(C)(C)CC2=O)c1C,0.1,-23.8,0.0,-31.9
COC(=O)c1ccc(C2Nc3c(C(=O)OC)cccc3C3C=CCC32)cc1 (configuration not stated),0.1,4.2,0.0,-16.4
O=[N+]([O-])c1ccc(N(CCO)Cc2ccccc2)c([N+](=O)[O-])c1,-0.7,-5.6,-0.7,-8.6
CCN(CC)CCN(C)Cc1ccc(OC)c(OC)c1OC,-0.2,1.1,0.4,5.1
CCN1CCN(C(=O)c2ccc(S(=O)(=O)N(CC)CC)cc2)CC1,-0.7,30.6,-0.1,1.7
CCc1ccccc1NC(=O)c1cc(S(=O)(=O)N2CCCc3ccccc32)ccc1F,0.5,17.6,0.3,11.7
Cc1ccc(NC(=O)c2cc(S(=O)(=O)NCC3CCCO3)ccc2F)cc1 (configuration not stated),-0.3,13.7,-0.2,-2.5
C=CCO[C@H]1[C@H](NC(=O)C2CC2)c2ccccc2C12CCN(C(=O)c1cccc(F)c1)CC2,0.7,-4.7,-0.2,-8.6
COc1cc(C(=O)NNC(=O)/C=C/c2ccco2)cc(OC)c1OC,-0.9,4.3,0.0,0.9
Cc1ccc2oc(=O)c3cnn(CC(=O)NCc4ccco4)c3c2c1,-0.4,-0.2,0.8,6.4
C=CCOc1ccc(NC(=O)C(=O)NCC(C)O)cc1 (configuration not stated),-0.5,6.7,0.2,-33.1

# 3 records drawn at random from those above:
SMILES,GPR151 activ,MITF primary,FBW7 act,TEAD-YAP block
CCOc1ccc(NC(=O)CSc2nc(Nc3cc(OC)c(OC)c(OC)c3)c3ccccc3n2)cc1,2.3,12.2,0.9,15.4
C=CCO[C@H]1[C@H](NC(=O)C2CC2)c2ccccc2C12CCN(C(=O)c1cccc(F)c1)CC2,0.7,-4.7,-0.2,-8.6
Cc1ccc(C23CC4CC(CC(C4)C2)C3)cc1N,0.3,-9.5,-0.2,-1.8

# Following part:
SMILES,GPR151 activ,MITF primary,FBW7 act,TEAD-YAP block
COC(=O)c1ccc(-n2c(C)cc(C(=O)COC(=O)c3ccccc3C=O)c2C)cc1,-0.7,11.9,0.0,7.0
Cc1nc(SCC2=C(C(=O)OC(C)C)C(c3ccc(Br)cc3)C(C#N)=C(N)O2)c(C#N)c(C)c1C (configuration not stated),-1.1,8.9,0.0,3.1
O=C(CCCCCNS(=O)(=O)c1ccc(Br)cc1)NCCc1ccc(Cl)cc1,1.7,-1.1,0.2,-3.6
Cc1c(S(=O)(=O)N(C)c2ccccc2)c(=O)n(C)c(=O)n1C,-1.8,6.5,-0.3,-0.5
CCNC(=O)Nc1c(-c2ccccc2)nc2ccccn12,-1.6,-6.6,0.0,-4.6
Cc1[nH]c2ccc(C(=O)N/N=C/c3ccccc3)cc2c1C,0.3,5.7,0.5,2.9
CC(C)(C)c1ccc(C2=N/C(=C/c3ccccc3OC(=O)c3ccc([N+](=O)[O-])cc3)C(=O)O2)cc1,-0.6,14.7,0.3,6.9
Cc1cc(C(F)(F)F)c(C#N)c(SCC(=O)NCCc2ccccc2)n1,1.0,4.0,0.0,5.4
CCCC(=O)Nc1ccc(Br)c(C)n1,-0.7,7.0,0.2,-10.1
Cc1cc(C)cc(C(=O)Nc2ccc(C(N)=O)cc2)c1,1.4,-7.7,0.0,-2.3
CC(=O)c1c(C)nc2n(C)c3ccccc3n12,-1.4,-3.9,0.8,-16.8
Cc1ccc(-c2noc(COc3ccc(C)cc3Br)n2)cc1,0.8,0.7,0.2,7.2
COC(=O)C(=O)Nc1nnc(C2CCCC2)s1,-0.8,78.7*,-0.2,1.9
Cc1cc(C)cc(NS(=O)(=O)c2c(C)n[nH]c2C)c1,-1.1,1.5,0.1,3.9
CN(C)c1ccc(C2N3CC4(C)CN2CC(C)(C3)C4)cc1 (configuration not stated),0.3,3.9,0.2,20.8
CC1=C(C(=O)OCC2CCCO2)C(c2cccc(O)c2)C2=C(CC(C)(C)CC2=O)N1 (configuration not stated),-1.1,-1.8,-0.1,-3.5
NC(=O)CSc1nnc2c3ccccc3nc(Cc3ccccc3)n12,2.1,28.1,0.1,3.3
Cc1ccnc2c1NC(=O)c1cccnc1N2C1CC1,0.7,1.7,-0.2,-5.0
CC1CN(C)CCC1CCc1ccc(NC(=O)Cn2ncc3ccccc3c2=O)cc1 (configuration not stated),3.7,-4.2,-0.1,-0.8
O=C(NCc1nnc2n1CCN(Cc1ccsc1)CC2)C1CCOC1 (configuration not stated),-2.0,14.0,0.0,-7.9
CCOC(=O)c1ccc(Nc2cc(C)nc(-c3ccccc3)n2)cc1,2.9,6.9,0.0,39.5*
CC1=C(C(=O)Nc2ccccc2)C(c2ccc([N+](=O)[O-])cc2)NC(=S)N1 (configuration not stated),-0.5,17.3,0.3,15.1
CC(C)NC(=O)CN1C(=O)C(C)(C)Oc2ccc(C(=O)NC3CCCC3)cc21,0.0,-12.4,0.0,-3.1
Cc1nnc(Nc2cc(Br)cc(Br)c2O)s1,-0.7,16.1,0.1,-4.4
Cc1ccc(C)c(NC(=O)C(C)N2C(=O)C3C4C=CC(C4)C3C2=O)c1 (configuration not stated),-0.5,-17.4,-0.2,-7.6
O=c1cc(N2CCOCC2)oc2c(-c3ccccc3)cccc12,5.4*!,4.6&7.2&0.6,0.1&-0.2,-6.7
O=C(CCCOc1ccc(Cl)cc1Cl)NNC(=O)CSc1ccccc1,1.9,-8.0,0.0,4.9
CCOc1ccccc1-c1cc(C(=O)N2CCOCC2)c2ccccc2n1,13.1*,-1.4,0.1,3.2
O=C(NNC(=O)C12CC3CC(CC(Cl)(C3)C1)C2)c1ccc(Br)cc1,2.4,7.1,-0.1,-5.2
COc1ccc(C)cc1NS(=O)(=O)c1ccc(NS(=O)(=O)c2ccc(NC(C)=O)cc2)cc1,1.5,15.8,0.1,1.6
Cc1ccc(Cl)cc1N1CCN(C(=O)[C@H]2[C@@H]3C[C@@H]4[C@H]2C(=O)O[C@@H]4C3)CC1,2.1,1.9,0.1,-2.2
O=C1CCCN1CCCNc1nc(Nc2ccccc2)nc2c1ncn2C1CCCCC1,3.0,15.1,0.3,8.1
Cc1cccc(-n2nc3c(c2NC(=O)c2c(F)cccc2F)CSC3)c1C,-1.9,6.4,0.8,4.3
O=C(CN1CCOCC1)Nc1c(C(=O)C2CC2)oc2ccccc12,0.3,-0.8,0.0,-6.2
O=C(NCC1CCCO1)c1ccc2c(=O)n(Cc3ccco3)c(SCC(=O)N3CCN(c4ccccc4)CC3)nc2c1 (configuration not stated),-0.1,-1.5,-0.1,34.9*
CC(C)[C@H](NS(=O)(=O)c1cccc(Cl)c1)C(=O)OCC(=O)NC(N)=O,0.8,-9.5,0.0,6.1
CC1CC=C2C(C#N)=C(N)C(C#N)(C#N)C(c3cccs3)C2C1 (configuration not stated),0.9,-0.5,-0.3,-5.3
O=C(CC1SC(=O)NC1=O)NNC(=O)c1ccncc1 (configuration not stated),1.4,-2.4,0.3,5.5

# Three compounds from above, reduced to TEAD-YAP block:
Structure,TEAD-YAP block
COc1ccc(C)cc1NS(=O)(=O)c1ccc(NS(=O)(=O)c2ccc(NC(C)=O)cc2)cc1,1.6
O=C(CC1SC(=O)NC1=O)NNC(=O)c1ccncc1 (configuration not stated),5.5
CC1CC=C2C(C#N)=C(N)C(C#N)(C#N)C(c3cccs3)C2C1 (configuration not stated),-5.3
